# High-throughput results from PubChem.
# AmpC no deterg – AmpC beta-lactamase inhibition without detergent | Potency, µM (series often up to 57.1 µM), for the others: top-dose activity change, negative = inhibition, actives largely listed as inhibitors | AmpC nitrocefin hydrolysis, absorbance 480 nm, 0.0001% Triton | 330,000 compounds, 0.52% hits | AID 485341 | P00811;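 further: potency means the concentration at half of the fitted maximal effect; plate controls were no compound for no effect and no enzyme for full effect; nearly all actives have a fitted effect of over 20% in size; some results filed as inactive show a strong effect at the top dose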
# Target sequence (P00811 whole entry, looked up): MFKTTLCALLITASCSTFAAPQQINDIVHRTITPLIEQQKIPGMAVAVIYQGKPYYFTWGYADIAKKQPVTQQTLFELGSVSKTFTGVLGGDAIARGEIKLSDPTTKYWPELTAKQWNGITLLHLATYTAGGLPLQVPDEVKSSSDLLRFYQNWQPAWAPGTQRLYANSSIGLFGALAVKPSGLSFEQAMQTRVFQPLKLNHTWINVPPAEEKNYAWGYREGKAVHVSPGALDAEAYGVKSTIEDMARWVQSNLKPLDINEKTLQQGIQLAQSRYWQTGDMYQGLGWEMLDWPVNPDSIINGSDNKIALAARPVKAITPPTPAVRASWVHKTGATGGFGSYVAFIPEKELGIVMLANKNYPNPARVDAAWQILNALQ
#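 20 mM phosphate pH 7.0 + 0.01% (detergent screen) or 0.0001% Triton X-100; 5.3 nM AmpC reagent; cpd preinc 15 min RT; nitrocefin (800 uM stock) to start; A480 q20 s × 4 min; Activity was normalised to no-enzyme and no-compound control wells.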
# Sm TGR inh – S. mansoni TGR enzyme inhibition | Q962Y6 | purified TGR, DTNB reduction, TNB absorbance 405 nm | Potency, µM (doses to about 114 µM), for the others: at the top dose activity change, negative = inhibition, usual class: inhibitors | 360,000 compounds, 3% hits; further: potency means the concentration at half of the fitted maximal effect; nearly all actives have a fitted effect of over 60% in size
#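 First, TGR (20 nM dispensed) and NADPH were mixed with compound. Second, a 15 min room-temperature incubation followed. Third, further NADPH and then DTNB were added to start the reaction. Finally, TNB absorbance was monitored kinetically.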
# AmpC detergent – inhibitors of E. coli AmpC beta-lactamase with detergent; P00811; AmpC hydrolysis of nitrocefin, absorbance 480 nm, 0.01% Triton; Potency, µM (doses to about 114 µM), for the others: at the highest dose activity change, negative = inhibition, hits mostly inhibitors; 370,000 compounds, 0.041% hits; AID 485294;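 further: potency means the concentration at half of the fitted maximal effect; 0% = no-compound wells and -100% = no-enzyme wells; nearly all actives have a fitted effect of over 25% in size; some results filed as inactive show a strong effect at the top dose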
#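 AmpC (5.3 nM in the dispensed reagent) in 20 mM phosphate pH 7.0 with 0.01% (detergent screen) or 0.0001% Triton X-100 was preincubated with compounds for 15 min at room temperature. Nitrocefin was then added from an 800 uM solution, and hydrolysis was followed at 480 nm.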
# HCMV inh – human cytomegalovirus inhibition; HFF cells, HCMV-luciferase reporter, 72 h; stronger effect = lower value; activity change, negative = inhibition, % at 57.5 µM; 410,000 compounds, 4.5% hits; AID 1259415; in the data active means activity change below about -60%; inconclusive means no clear call, values can overlap the other calls; inactive means above about -39%
#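 Cell-based, HFFs, 1000 cells/well, 16 h 37C; cpds in DMSO + HCMV-luc, MOI 1 PFU/cell; 72 h 37C; OneGlo luminescence after 5 min RT; norm. to buffer vs Salinomycin 10uM.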
# AMA1 RON2 block – AMA1-RON2 (P. falciparum) interaction inhibition; AlphaScreen AMA1-biotinylated RON2 peptide binding; AID 720542; Potency, µM (top dose mostly 58.2 µM), without a hit: at the top dose activity change, negative = inhibition, hits mostly inhibitors; 360,000 compounds, 0.2% hits;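 further: potency means the concentration at half of the fitted maximal effect; 0% = vehicle wells and -100% = peptide control; nearly all actives have a fitted effect of over 45% in size; some results filed as inactive show a strong effect at the top dose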
#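 AMA1 (3D7) with his tag at 25 nM final met compounds first, then biotinylated RON2 peptide at 25 nM; detection used donor plus acceptor beads, 10 µg/mL apiece, read by AlphaScreen after 30 min at room temperature.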
# TbPYK inhibitor – blocks Trypanosoma brucei pyruvate kinase; 410,000 compounds, 0.12% hits; TbPYK enzyme, Kinase-Glo Plus ATP luminescence, 45 min; Q57TT1; Potency, µM (top dose mostly 76.8 µM), without a hit: at the highest dose activity, negative = inhibition, usual class: inhibitors; further: potency means the concentration at half of the fitted maximal effect; nearly all actives have a fitted effect of over 50% in size
#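 Luminescence from Kinase-Glo Plus, added after a 45-minute room-temperature reaction, served as the end-point read-out. The enzyme and substrate were preincubated with compound before ADP (130 uM final) initiated turnover. Concentration-effect curves came from normalized qHTS data.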
# LmPK inhibitor – inhibitors of Leishmania mexicana pyruvate kinase; AID 1721; purified LmPK, Kinase-Glo ATP luminescence, 1 h; Q27686; Potency, µM (doses to about 57.5 µM), for the others: at the highest dose activity change, negative = inhibition, usual class: inhibitors; 290,000 compounds, 0.37% hits; further: potency means the concentration at half of the fitted maximal effect
# Target sequence (Q27686 whole entry, looked up): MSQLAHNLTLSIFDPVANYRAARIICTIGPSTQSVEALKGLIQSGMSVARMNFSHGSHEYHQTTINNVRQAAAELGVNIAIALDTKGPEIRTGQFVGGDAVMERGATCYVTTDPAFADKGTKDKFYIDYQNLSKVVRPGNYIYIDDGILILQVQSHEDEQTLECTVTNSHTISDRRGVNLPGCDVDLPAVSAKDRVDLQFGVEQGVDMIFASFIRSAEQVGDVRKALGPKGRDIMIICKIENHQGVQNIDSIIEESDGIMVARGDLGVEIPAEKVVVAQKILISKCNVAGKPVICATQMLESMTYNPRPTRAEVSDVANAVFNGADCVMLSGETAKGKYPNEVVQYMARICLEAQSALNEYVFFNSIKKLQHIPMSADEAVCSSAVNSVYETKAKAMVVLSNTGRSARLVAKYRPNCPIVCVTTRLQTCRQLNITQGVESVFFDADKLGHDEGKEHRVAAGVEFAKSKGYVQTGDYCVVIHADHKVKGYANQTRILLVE
#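 qHTS format; LmPK 0.1 nM; substrates PEP 0.5 mM and ADP 0.1 mM. One-hour room-temperature incubation, then coupled luciferase luminescence; 0.5 nM enzyme wells mark activation.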
# * marks the source's active call; other numbers are inactive results; u = inconclusive; x = no result given; & = joins results of further samples; [ ] = another dose, or the depositor's remark. Unless noted, the call rests on the fitted dose curve; in most records, active means well fitted curve in the direction sought with a large enough effect; inconclusive means small, poorly fitted or top-dose-only effect, or another doubt; inactive means no such curve, though single readings can be large; an effect the other way counts as inactive or inconclusive. Unless noted, on the % scale 0 is the no-effect control and ±100 the full control effect.
SMILES,AmpC no deterg,Sm TGR inh,AmpC detergent,HCMV inh,AMA1 RON2 block,TbPYK inhibitor,LmPK inhibitor
CCOC(=O)CCCCC(=O)c1[nH]c(=O)[nH]c1C[n+]1ccccc1,-14%,6.3µM*,2%,x,x,x,-3%
CC(C)c1cccc(-c2csc(C(C)(O)c3ccccc3)n2)c1 (centres undefined),x,x,x,-4,19%,0%,x
O=C(CNC(=O)c1ccncc1)Nc1ccc(F)c(F)c1,-27%,3%,u,25,-11%,4%,2%
Cc1cccc(C)c1NC(=O)CNC(=O)c1c(C)nn(C)c1Cl,-21%,15%,6%,6,0%,1%,-2%
CC1CN(S(=O)(=O)c2cccc(C(=O)NCc3ccc4c(c3)OCO4)c2)CC(C)O1 (centres undefined),-5%,-17%,u,-28,6%,-1%,3%
CCOC(=O)N1CCN(c2ncnc3c2cnn3-c2ccc(OC)cc2)CC1,0%,3%,1%,16,13%,8%,5%
N#Cc1ccccc1Sc1ccccc1C(=O)OCC(N)=O,-8%,6%,u,13,2%,-7%,-3%
CCC1CCc2[nH]nc(C(=O)O)c2C1 (centres undefined),-52%,0%,-2%,-2,-4%,0%,-1%
CCCCSc1nnc(-c2ccc(OC)cc2)n1C,-6%,-1%,u,-19,-12%,0%,3%
CC(=O)c1ccc(NC(=O)NC2CC(=O)N(c3ccc4c(c3)OCCO4)C2)cc1 (centres undefined),-8%,-9%,-14%,3,-4%,1%,x
NC(=O)c1ccc(/C=N/O)[n+](Cc2ccccc2)c1,-16%,4%,7%,13,5%,2%,-1%
Cc1cc(/C=C(\C#N)C(=O)NCc2cccs2)c(C)n1-c1ccccc1F,-25%,7%,u,97,0%,-7%,2%
Cc1ccc(C2(C)NC(=O)N(CC(=O)Nc3nc(-c4ccccn4)cs3)C2=O)cc1 (centres undefined),-22%,-4%,-3%,-36,-10%,u,x
COc1ccc(N2CCN(CCCNC(=O)Nc3ccccc3)CC2)cc1,-3%,5%&-8%,u,-15&-25,-13%,-5%&5%,7%
O=C(CNC(=O)C1CCCCC1)Nc1ccc(Cl)cc1,-18%,5%,u,16,-5%,-5%,0%
CC(=O)N1N=C(c2cccc(Cl)c2)OC1c1cccc([N+](=O)[O-])c1 (centres undefined),-5%,8%,-1%,70,-21%,4%,4%
NC(=O)c1cccc(-c2cnc3c(Nc4cccc(OC(F)(F)C(F)F)c4)nccn23)c1,x,x,x,-11,81%[activator],-5%,x
O=C1Nc2ccccc2N(O)N1c1cc(-c2ccc(Cl)cc2)[nH]n1,-18%,-1%,-7%,u,12%,-1%,4%
CCOc1ccc2nc(N3CCC(C(=O)Nc4cc(C)ccc4C)CC3)sc2c1,x,4%,-2%,20,x,-2%,x
CC1CCCC(C)N1C(=O)COC(=O)CSc1ccc(C(N)=O)cc1[N+](=O)[O-] (centres undefined),u,0%,u,-10,13%,2%,x
CCc1nn(C(C)C(=O)NCCN2CCN(c3cccc(C)c3C)CC2)c(=O)c2cc3occc3n12 (centres undefined),135%[activator],-2%,-7%,-11,-8%,-13%,-3%
COc1cc(NC(=O)Cn2cnc(S(=O)(=O)N3CCC(C)CC3)c2)cc(OC)c1OC,28%,-1%,-2%,7,-9%,2%,-12%
CN(C)S(=O)(=O)c1cccc(NC(=O)COc2cccc(C#N)c2)c1,-55%,7%,0%,u,-11%,1%,0%
CN1CCN(c2ccc(S(=O)(=O)N3CCCCC3)cc2NC(=O)COc2cccc(Cl)c2)CC1,176%[activator],-2%,-6%,-14,-18%,-6%,x
Cc1ccc(C)c(C(=O)NC(C)CCc2ccccc2)c1 (centres undefined),-16%,7%,1%,-12,3%,-1%,4%
OC[C@H]1NC[C@@H](O)[C@@H]1O,-18%,-5%,-11%,-30,-15%,-5%,x
COc1cccc(CNC(=O)c2nnn(CC(=O)Nc3ccc(Br)cc3)c2N)c1,-40%,-2%,-5%,-39,-3%,0%,1%
CCOC(=O)CSC1=C(C#N)C(=O)NC(c2ccc(OC)cc2)S1 (centres undefined),-17%,-34%,0%,100,2%,-14%,-3%
COc1ccc(Nc2nc(N)nc(CN3CCC(Cc4ccccc4)CC3)n2)cc1,46%,-13%,-11%,2,26%,-6%,-2%
CC1=CC(=O)C(C(C)=Nc2ccccc2[N+](=O)[O-])C(=O)O1 (centres undefined),x,x,x,0,6%,-3%,x
CCC/C(=C1/c2ccccc2C(=O)N1c1ccccc1)c1ccc2c(c1)OCCO2,-7%,1%,0%,31,u,0%,x
O=S1(=O)N=C(N2CCN(Cc3ccccc3)CC2)c2ccccc21,-2%,1%,-4%,-7,3%,2%,1%
CSCCC1NC(=S)N(Cc2ccccc2)C1=O (centres undefined),-19%,7%,2%,3,97%[activator],4%,u
COc1cc(OC)cc(C(=O)NNC(=S)NCc2ccco2)c1,-20%,0%,0%,-5,31%[activator],-6%,2%
OC(c1nc2ccc(F)cc2[nH]1)C(O)c1nc2ccc(F)cc2[nH]1 (centres undefined),-11%,-7%,1%,23,69%[activator],1%,0%
COc1cccc(/C=C/C(=O)OCC(=O)c2ccc(Br)cc2)c1,x,x,x,-29,6%,-2%,x
Cc1cc(C)c2nc(-c3ccccc3)ccc2c1,x,x,x,-17,43%[activator],1%,x
CCCCN1CC(COCc2ccccc2)Oc2cccc(NCc3ccc(OC)cc3)c2S1(=O)=O (centres undefined),x,x,x,-5,-6%,-4%,x
COc1ccc(OC)c(NC(=O)c2ccc(N3C(=O)C4CC=C(C)CC4C3=O)cc2)c1 (centres undefined),46%,-13%,0%,u,-17%,8%,4%
O=C(CN(c1ccccc1)S(=O)(=O)c1ccc(Cl)cc1)Nc1ccccc1C(=O)N1CCCC1,25%,3%,-7%,-31,-10%,4%,6%

# In another format: results already given
# Results follow in this order: AmpC no deterg, Sm TGR inh, AmpC detergent, HCMV inh, AMA1 RON2 block, TbPYK inhibitor, LmPK inhibitor
> COc1ccc(Nc2nc(N)nc(CN3CCC(Cc4ccccc4)CC3)n2)cc1
→ 46%, -13%, -11%, 2, 26%, -6%, -2%
> CC1=CC(=O)C(C(C)=Nc2ccccc2[N+](=O)[O-])C(=O)O1 (centres undefined)
→ x, x, x, 0, 6%, -3%, x
> CCC/C(=C1/c2ccccc2C(=O)N1c1ccccc1)c1ccc2c(c1)OCCO2
→ -7%, 1%, 0%, 31, u, 0%, x
> O=S1(=O)N=C(N2CCN(Cc3ccccc3)CC2)c2ccccc21
→ -2%, 1%, -4%, -7, 3%, 2%, 1%
> CSCCC1NC(=S)N(Cc2ccccc2)C1=O (centres undefined)
→ -19%, 7%, 2%, 3, 97%[activator], 4%, u
> COc1cc(OC)cc(C(=O)NNC(=S)NCc2ccco2)c1
→ -20%, 0%, 0%, -5, 31%[activator], -6%, 2%
> OC(c1nc2ccc(F)cc2[nH]1)C(O)c1nc2ccc(F)cc2[nH]1 (centres undefined)
→ -11%, -7%, 1%, 23, 69%[activator], 1%, 0%
> COc1cccc(/C=C/C(=O)OCC(=O)c2ccc(Br)cc2)c1
→ x, x, x, -29, 6%, -2%, x
> Cc1cc(C)c2nc(-c3ccccc3)ccc2c1
→ x, x, x, -17, 43%[activator], 1%, x
> CCCCN1CC(COCc2ccccc2)Oc2cccc(NCc3ccc(OC)cc3)c2S1(=O)=O (centres undefined)
→ x, x, x, -5, -6%, -4%, x
> COc1ccc(OC)c(NC(=O)c2ccc(N3C(=O)C4CC=C(C)CC4C3=O)cc2)c1 (centres undefined)
→ 46%, -13%, 0%, u, -17%, 8%, 4%
> O=C(CN(c1ccccc1)S(=O)(=O)c1ccc(Cl)cc1)Nc1ccccc1C(=O)N1CCCC1
→ 25%, 3%, -7%, -31, -10%, 4%, 6%

# Going on with the list:
SMILES,AmpC no deterg,Sm TGR inh,AmpC detergent,HCMV inh,AMA1 RON2 block,TbPYK inhibitor,LmPK inhibitor
CC(C)c1nc(SCC(=O)N2CCCC2)c2ccccc2n1,13%,0%,-2%,-78*,40%[activator],2%,-1%
CCn1c(=O)cc(OCC(=O)NCCc2ccc(OC)c(OC)c2)c2ccccc21,-6%,1%,-7%,95,-17%,0%,-6%
O=C(Nc1ccncc1)C1COc2ccccc2O1 (centres undefined),-31%,-2%,-6%,-25,-7%,-2%,3%
COc1ccc(NS(=O)(=O)c2ccc(NC(=O)Cc3cccs3)cc2)cc1,-59%,-11%,-12%,-18,-3%,-1%,6%
COc1ccccc1/C=C/C(=O)NCC(=O)N/N=C/c1ccccc1[N+](=O)[O-],-49%,1%,u,34,-2%,3%,-8%
COc1ccc(C(=O)CC2(C(=O)O)CCCCC2)cc1,-8%,13%,u,4,3%,0%,2%
NC1=NN=C(N2N=C(c3ccc(Br)cc3)CC2(O)C(F)(F)F)n2ncnc2C1 (centres undefined),-30%,-3%,-11%,u,70%[activator],5%,0%
Cc1nnc2sc(SCC(=O)N3CCCCC3)nn2c1=O,-7%,-14%,-6%,29,15%,-2%,-5%
COCCn1c(SCc2cccc(F)c2)nc2cc(C(=O)OC)ccc2c1=O,-8%,0%,-6%,u,-4%,-12%,-3%
COc1cc2cc(CN(CCCO)S(=O)(=O)c3ccccc3)c(=O)[nH]c2cc1OC,47%,5%,-19%,-6,3%,0%,-3%
COc1cc(O)ccc1C=O,-18%,3%,3%,-34,10%,1%,-12%
Nc1nonc1C(=O)NC(c1ccccc1)c1ccccc1,-23%,-5%,u,6,0%,-6%,0%
Nc1cc(S(=O)(=O)Nc2ccccc2Cl)ccc1N1CCOCC1,-15%,-1%,1%,-30,-5%,1%,-8%
Cc1nc2c(OCC(=O)C(C)(C)C)cccn2c1N(C)Cc1cccs1,x,x,x,-37,-3%,-1%,x
COc1ccc(C(=O)c2c(N)c(C(=O)Nc3cccc(OC)c3)c3ccccn23)cc1,x,1%,19%,17,x,0%,x
COc1ccc(-c2nnc3ccc(SCC(=O)N4CCOCC4)nn23)cc1,-8%,-5%,u,1,16%,-19%,-6%
Cc1ccc([N+](=O)[O-])cc1NC(=O)c1ccc(CSc2ccccc2)cc1,-8%,0%,-6%,-31,0%,7%,2%
CCn1c2ccccc2c2cc(NC(=O)CSc3nnc(C4CC4)n3Cc3ccco3)ccc21,63%[activator],7.9µM*,-6%,18,-6%,-10%,-4%

# Given as tab-separated lines: part of the list above
Molecule	AmpC no deterg	Sm TGR inh	AmpC detergent	HCMV inh	AMA1 RON2 block	TbPYK inhibitor	LmPK inhibitor
COc1ccc(NS(=O)(=O)c2ccc(NC(=O)Cc3cccs3)cc2)cc1	-59%	-11%	-12%	-18	-3%	-1%	6%
COc1ccccc1/C=C/C(=O)NCC(=O)N/N=C/c1ccccc1[N+](=O)[O-]	-49%	1%	u	34	-2%	3%	-8%
